KB-V1 MDR tox: qHTS assay for MDR1-selective chemotherapeutics: Primary screen using the drug-selected MDR subline cells KB-V1; AID 1347076, 2019; 400,000 tested, 3.4% active; KB-V1 MDR cells viability, CellTiter-Glo, 72 h; Potency, µM (highest dose often 46.1 µM), inactives show at the highest dose activity change, negative = cytotoxicity, actives largely listed as cytotoxic; note: potency is the fitted concentration of half-maximal effect; % is set by controls: 0 for no effect and ±100 for the full control effect; nearly all actives have a fitted effect of over 60% in size
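Compound-treated KB-V1 multidrug-resistant cells, 72 h, 37 degrees C; viability by CellTiter-Glo. Fitted qHTS curves give the values.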
HT1080 IDH1KD tx: qHTS for induction of synthetic lethality in tumor cells producing 2HG: qHTS for the HT-1080-IDH1KD cell line. HT-1080 IDH1 knockdown viability, ATP luminescence, 48 h. Potency, µM (highest dose often 46.1 µM), inactives show at the highest dose activity, negative = toxicity, most hits filed as cytotoxic. 360,000 tested, 2% active;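 note: potency is the fitted concentration of half-maximal effect; 0% = DMSO wells and -100% = cell-free medium wells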
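Using the IDH1-knockdown HT-1080 line run in the same batch and compound series as the NT line, viability after 48 h at 37 °C was determined by CellTiter-Glo luminescence and expressed as % activity.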
IL1B secr inh: qHTS for Inhibitors of Inflammasome Signaling: IL-1-beta AlphaLISA Primary Screen. THP-1 LPS/ATP IL-1B secretion, AlphaLISA, 16 h; hits give low values. 360,000 tested, 4.7% active. AID 743279, 2014. activity change, % at 57.5 µM; in the data active = activity change below about -50%; inconclusive = mostly about -30% to -49%; note: % is set by controls: 0 for no effect and ±100 for the full control effect
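Secreted IL-1B measured by AlphaLISA bead assay after 16 h compound exposure of THP-1 cells; compounds (final up to 57.5 uM) added 1 h before LPS (250 ng/mL) and ATP (1.25 mM) stimulation; lower signal means less secretion.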
DRD3 agonist: qHTS of D3 Dopamine Receptor Agonist: qHTS; AID 652048, 2013; 410,000 tested, 0.58% active; D3R DiscoveRx beta-arrestin cells, luminescence, 90 min; D(3) dopamine receptor (Homo sapiens), P35462; max activation, %; in the data active = max activation above about 30%; note: 0% is about no effect; mostly tested at two doses, the higher about 12 µM
Target sequence (P35462 whole entry, looked up): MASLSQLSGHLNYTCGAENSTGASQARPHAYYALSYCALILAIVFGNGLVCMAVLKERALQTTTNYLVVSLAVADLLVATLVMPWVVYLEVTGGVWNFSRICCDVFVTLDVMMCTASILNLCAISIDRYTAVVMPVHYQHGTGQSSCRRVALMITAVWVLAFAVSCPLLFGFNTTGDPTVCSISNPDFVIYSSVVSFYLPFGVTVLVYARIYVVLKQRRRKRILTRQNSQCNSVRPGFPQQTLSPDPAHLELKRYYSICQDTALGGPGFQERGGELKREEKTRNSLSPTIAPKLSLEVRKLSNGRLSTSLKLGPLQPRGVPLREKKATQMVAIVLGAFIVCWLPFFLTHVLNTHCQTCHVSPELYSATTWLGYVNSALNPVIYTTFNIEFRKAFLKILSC
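Agonist-mode cell screen: cells plated at 1500/well and incubated overnight at 37 °C, then exposed to library compounds for 90 min at 37 °C. Detection reagent was added for 30–60 min at room temperature, and luminescence was read.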
MCF10A rerep: A quantitative high throughput screen for small molecules that induce DNA re-replication in MCF 10a normal breast cells | MCF 10A DNA re-replication, Hoechst nuclear intensity, 48 h | Potency, µM (doses to about 46.1 µM), without a hit: at the highest dose activity, positive = re-replication, hits mostly activators | 350,000 tested, 2.9% active | AID 624296, 2012; note: potency is the fitted concentration of half-maximal effect; % of control where 0% means no effect; nearly all actives have a fitted effect of over 50% in size
HT1080NT lethal: qHTS for induction of synthetic lethality in tumor cells producing 2HG: qHTS for the HT-1080-NT fibrosarcoma cell line | Potency, µM (titrated, usually from 46.1 µM), inactives show at the top dose activity, negative = less viability, usual class: cytotoxic | HT-1080-NT fibrosarcoma viability, CellTiter-Glo ATP luminescence, 48 h | 360,000 tested, 1.6% active;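 note: NT is the 2HG producing partner of a matched IDH1 knockdown line; potency is the fitted concentration of half-maximal effect; 0% = DMSO-treated cells and -100% = media-only wells without cells; nearly all actives have a fitted effect of over 55% in size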
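Fibrosarcoma NT cells, 750 per well in 5% FBS RPMI, were exposed to compound for 48 hours. Viability: CellTiter-Glo luminescence.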
SW480 rereplic: A quantitative high throughput screen for small molecules that induce DNA re-replication in SW480 colon adenocarcinoma cells. SW480 DNA re-replication, Hoechst DNA content imaging, 48 h. Potency, µM (top dose mostly 46.1 µM), without a hit: at the top dose re-replication activation, most hits filed as activators. 340,000 tested, 1.8% active; note: potency is the fitted concentration of half-maximal effect; % of control where 0% means no effect; nearly all actives have a fitted effect of over 55% in size
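Quantitative HTS format with DMSO vehicle controls; 48 hr drug incubation at 37 C, then 40 min Hoechst staining and scanning imager measurement at 405 nm excitation.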
GLP1R cytotox: qHTS of GLP-1 Receptor Inverse Agonists: Cytotox Screen; HEK293 cAMP-luciferase reporter cells, luminescence, 24 h; Potency, µM (titrated, usually from 38.3 µM), for inactives: at the highest dose activity change, negative = inhibition, usual class: inhibitors; 410,000 tested, 0.13% active; AID 624418, 2012;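 note: loss of luciferase light is scored as toxicity; potency is the fitted concentration of half-maximal effect; % is set by controls: 0 for no effect and ±100 for the full control effect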
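Compound-treated cells are incubated 24 hr at 37 deg C under 5% CO2 after a 12 hour attachment period, then luciferase detection reagent is added and luminescence is measured following 12 min at room temperature; lowered signal indicates toxicity.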
KB-3-1 tox: qHTS assay for MDR1-selective chemotherapeutics: Primary screen using the parental adenocarcinoma cell KB-3-1 | KB-3-1 viability, CellTiter-Glo ATP luminescence, 72 h | Potency, µM (doses to about 46.1 µM), without a hit: top-dose activity change, negative = cytotoxic, most hits filed as cytotoxic | 400,000 tested, 1.4% active; note: potency is the fitted concentration of half-maximal effect; % is set by controls: 0 for no effect and ±100 for the full control effect; nearly all actives have a fitted effect of over 60% in size
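Multi-concentration cytotoxicity screen in KB-3-1 cells grown in DMEM lacking phenol red with 10% FBS. After 72 h at 37 °C with compound, ATP-dependent luminescence was recorded.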
Starred values were filed as active, the others as inactive; ? = inconclusive; · = not tested or not shown; [ ] = dose if it differs, or a comment. Unless noted, calls come from the whole dose curve; as a rule, active = well fitted curve in the direction sought with a large enough effect; inconclusive = small, poorly fitted or top-dose-only effect, or another doubt; inactive = no such curve, though single readings can be large; an effect the other way counts as inactive or inconclusive.

SMILES	HT1080NT lethal	KB-3-1 tox	GLP1R cytotox	MCF10A rerep	HT1080 IDH1KD tx	IL1B secr inh	KB-V1 MDR tox	DRD3 agonist	SW480 rereplic
CC(C)(C)c1ccc(C(CC(=O)O)NC(=O)Cc2ccccc2)cc1 (stereo not drawn)	7%	1%	-4%	-4%	5%	9	23%	-7	-4%
CCOC(=O)C(C)N1N=C(/C=C/c2ccc(OC)cc2)CCC1=O (stereo not drawn)	1%	-6%	-6%	-1%	4%	4	0%	4	-2%
COc1cccc(OC)c1C(=O)OCC(=O)Nc1ccc(OC(F)(F)F)cc1	-1%	3%	-11%	1%	0%	9	15%	-1	3%
COC(=O)C1(C)NC(c2cccs2)C2C(=O)N(c3ccc(F)cc3)C(=O)C21 (stereo not drawn)	0%	-5%	41%[activator]	1%	-1%	1	5%	7	-2%
Cc1ccc(C)c(S(=O)(=O)NCC(=O)N2CCCC2)c1	3%	0%	20%	2%	6%	-7	-2%	2	-5%
COC(=O)c1sc(-c2ccccc2)cc1NC(=O)c1ccc(OC)cc1	6%	2%	11%	?	6%	8	-10%	1	-74%[inhibitor]
O=C(Nc1ccc(F)cc1)Nc1cnccn1	10%	8%	-17%	1%	11%	7	6%	6	-9%
Cc1cccc(NS(=O)(=O)c2ccc(C)c(C(=O)N3CCN(C(=O)c4ccco4)CC3)c2)c1	7%	-1%	-2%	0%	-1%	-2	1%	3	2%
Brc1ccc(CN2CCSCC2)cc1	12%	-1%	-9%	-4%	-3%	-17	25%	-39	0%
O=C(NC1CCN(S(=O)(=O)c2ccc(Cl)c(F)c2)CC1)c1cccnc1	0%	-1%	-14%	-17%	-2%	-8	2%	7	-15%
CCCCSc1nc2c(cnn2-c2ccc(F)cc2)c(=O)[nH]1	6%	-2%	1%	3%	1%	18	?	6	-13%
O=C(Nc1nnc(S(=O)(=O)N2CCc3ccccc32)s1)c1ccccc1	·	9%	-4%	·	·	·	-15%	-16	·
FC(F)Oc1ccc(NC(=S)NC2CCCCCCC2)cc1	?	-11%	-16%	2%	?	-91*	3%	-12	7%
CCN(Cc1ccccc1)C(=O)C(CC(C)C)NS(=O)(=O)c1ccc2c(c1)CCN2C(C)=O (stereo not drawn)	·	3%	1%	·	·	·	2%	5	·
COc1ccc(OC)c2[nH]c(=O)c(CCNC(=S)NC(C)(C)C)cc12	-4%	-10%	-20%	-3%	-5%	?	-1%	19	1%
CC(C)(C)NC(=O)NC(=O)CN1C(=O)NC(C)(c2ccccc2)C1=O (stereo not drawn)	5%	14%	0%	-1%	-11%	13	0%	8	-2%
COc1ccc(CCN(C)CCCN2CC(c3ccccc3)CC2=O)cc1OC (stereo not drawn)	-3%	-25%	3%	4%	-7%	-6	?	-17	-8%
Cc1cc(C(=O)NNC(=O)Nc2ccccc2)no1	15%	1%	0%	0%	16%	17	18%	5	-11%
COc1ccc(OC)c(C(=O)CN2C(=O)N(c3ccc(C)cc3)S(=O)(=O)c3ccccc32)c1	·	2%	0%	·	·	·	9%	-10	·
COc1ccc(NS(=O)(=O)c2cn(C)cn2)c(OC)c1	2%	7%	?	?	19%	-18	10%	2	-13%
CCOc1ccc(NC(=O)CSC2=Nc3ccccc3C3=NC(CC(=O)NCc4ccc5c(c4)OCO5)C(=O)N23)cc1 (stereo not drawn)	·	0%	0%	·	·	·	-12%	-12	·
CCN1C(=O)c2ccccc2S(=O)(=O)c2ccc(C(=O)NCCOC)cc21	14%	6%	7%	1%	16%	4	2%	-18	-4%
Cc1cc(C)c2c(=O)c3c(oc2c1)C(=O)N(Cc1ccco1)C3c1ccccc1F (stereo not drawn)	·	-20%	11%	·	·	·	-4%	-11	·
O=C(CN1CCN(Cc2ccccc2)CC1)Nc1ccc(N2CCOCC2)cc1	-11%	4%	-7%	-1%	10%	11	2%	1	-5%
O=C(CN1C(=O)CCC1=O)Nc1cccc2c1C(=O)NC2=O	-10%	0%	59%[activator]	7%	2%	46	-21%	-8	2%
COc1ccc(OC)c(NC(=O)CSC2=Nc3ccccc3C3=NC(CCC(=O)NCCc4ccccc4)C(=O)N23)c1 (stereo not drawn)	·	?	-1%	·	·	·	-10%	-7	·
Cc1cc(O)c(-c2cc(C(=O)NCc3ccc4c(c3)OCO4)[nH]n2)cc1C	-4%	1%	8%	0%	-25%	-8	-18%	-5	13%
Cc1ccc(OC(C)C(=O)Nc2ccc(F)cc2)c([N+](=O)[O-])n1 (stereo not drawn)	3%	-1%	-24%	-2%	19%	1	0%	4	-2%
O=C(CNC(=O)c1cccc(F)c1)N/N=C/c1ccc(O)c([N+](=O)[O-])c1	15%	5%	-20%	1%	7%	18	15%	-14	-9%
COc1ccc(/C=N/NC(=O)c2ccc(N3CCCC3=O)cc2)cc1	-12%	-6%	-3%	-2%	-17%	-1	-16%	-1	-10%
Cc1ccc(Nc2nc(/N=C/N(C)C)n[nH]2)cc1C	1%	-2%	17%	1%	19%	-8	-15%	-5	-6%
C=CCC1(CC=C)CCCN1C(=O)c1cc(COc2cccc(OC)c2)on1	0%	-8%	0%	7%	-12%	-8	-24%	3	?
NC(=O)c1ccsc1NC(=O)c1cc(=O)c2ccccc2o1	?	1%	3%	-2%	11%	-7	-19%	1	-12%
O=C(c1ncc[nH]1)c1ccco1	15%	14%	-2%	8%	17%	8	2%	-3	-4%
CCOC(=O)N/N=C\c1ccc(OC(=O)c2ccco2)cc1	10%	0%	7%	0%	2%	26	5%	-12	-11%
CN(C)c1ccc(CN(C(=O)c2ccco2)C2CCS(=O)(=O)C2)cc1 (stereo not drawn)	6%	0%	-3%	-1%	7%	-8	2%	1	1%
CCOC(=O)Cc1csc(NC(=O)Cc2ccc(Br)cc2)n1	-19%	-9%	6%	4%	-6%	29	24%	4	-3%
COCCCNC(=O)CSc1nc(-c2ccc(OC)cc2)[nH]c1-c1ccc(OC)cc1	·	9%	-1%	·	·	·	-2%	-5	·
CN(CC(=O)Nc1ccccc1Br)C(=O)c1ccccc1OCc1ccc(Cl)cc1	-2%	?	-19%	20%	-9%	-59*	5.8µM*	-6	6%
C/C=C/c1ccc(OC)c(OC(C)=O)c1	6%	4%	-18%	0%	1%	12	16%	1	-8%

Reprinted at random: two compounds from above, in no set order.
SMILES	HT1080NT lethal	KB-3-1 tox	GLP1R cytotox	MCF10A rerep	HT1080 IDH1KD tx	IL1B secr inh	KB-V1 MDR tox	DRD3 agonist	SW480 rereplic
Cc1cc(C(=O)NNC(=O)Nc2ccccc2)no1	15%	1%	0%	0%	16%	17	18%	5	-11%
COC(=O)c1sc(-c2ccccc2)cc1NC(=O)c1ccc(OC)cc1	6%	2%	11%	?	6%	8	-10%	1	-74%[inhibitor]

Other structures.
SMILES	HT1080NT lethal	KB-3-1 tox	GLP1R cytotox	MCF10A rerep	HT1080 IDH1KD tx	IL1B secr inh	KB-V1 MDR tox	DRD3 agonist	SW480 rereplic
COC(=O)C(C)N(C(=O)c1ccc(C(=O)c2ccccc2)cc1)c1c(C)cccc1C (stereo not drawn)	5%	9%	-9%	-14%	?	-7	0%	-5	?
C[C@@H]1CC[C@]2(C(=O)O)CC[C@]3(C)C(=CCC4[C@]56CC[C@@](O)(OC5)C(C)(C)C6CC[C@]43C)C2[C@H]1C (stereo partly drawn)	?	-8%	-17%	?	?	38	-21%	2	-39%[inhibitor]
COc1ccc(S(=O)(=O)CCC(=O)N2CCN(c3ccc(C(C)=O)cc3)CC2)cc1	5%	-3%	-10%	1%	-9%	0	-15%	-10	3%
CN(C)c1ncnc2c1ncn2-c1ccccc1	-1%	13%	44%[activator]	0%	-4%	8	?	-7	4%
CC(C)(C)NC(=O)c1ccccc1-c1nc(-c2ccccc2Cl)no1	9%	12%	-8%	12%	10%	8	?	5	-2%
CC(C)(C)SCCNS(=O)(=O)c1ccc(C#N)cc1	-2%	1%	-1%	-1%	18%	3	-14%	-9	-9%
CC1CCc2cc(F)ccc2N1C(=O)c1cnc2sccn2c1=O (stereo not drawn)	0%	29%	-2%	5%	2%	24	0%	1	18%
Cc1ccccc1CNc1nnnn1C	-2%	0%	1%	-4%	15%	21	0%	-11	-3%
COc1ccccc1-n1c(SCC(=O)Nc2cc(C)on2)nc2c(c1=O)SCC2	?	-8%	-13%	18%	-9%	38	-28%	-1	-20%
COc1cc(OC)c(NS(=O)(=O)c2cc(-c3cnc(C)o3)ccc2OC)cc1Cl	·	?	-5%	·	·	·	0%	0	·
Cc1ccc(CCNC(=O)C2CCCN(S(C)(=O)=O)C2)cc1 (stereo not drawn)	8%	-4%	21%	-6%	17%	0	-1%	-2	-3%
O=C(CN1C(=O)c2ccccc2S1(=O)=O)Nc1ccc(S(=O)(=O)N2CCCCC2)cc1	17%	12%	-7%	-11%	21%	2	28%	4	0%
COc1ccc(S(=O)(=O)Nc2cc3c(cc2N2CCOCC2)n(C)c(=O)n3C)cc1	·	-9%	-1%	·	·	·	-7%	3	·
Cc1cc(N2C(=O)C(=O)/C(=C(/O)c3ccc(Cl)cc3)C2c2cccc(Br)c2)no1 (stereo not drawn)	-2%	17%	10%	?	-7%	3	8%	-1	-5%[9.22 µM]
CCn1c(SCc2ccccc2Cl)nc(=O)c2c(C(=O)OC)cc(C3CC3)nc21	·	1%	2%	·	·	·	-23%	-6	·
NC(=O)Cn1nnc(-c2ccccc2NC(=O)c2cnccn2)n1	12%	-7%	19%	2%	6%	15	1%	5	-3%

Bioassay records deposited in PubChem by National Center for Advancing Translational Sciences (NCATS).

Rows were taken by chance; about 11% have a hit in one of these screens.
